# GAA glycogen: GAA glycogen-cleavage inhibition or activation | AID 2100 | actives 0.38% (n = 300,000) | Potency, µM (titrated, usually from 76.4 µM), without a hit: at the top dose activity change, negative = inhibition, usual class: inhibitors | recombinant GAA, glycogen substrate, Amplex Red glucose oxidase fluorescence;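 note: potency is the fitted concentration of half-maximal effect; 0% = full enzyme reaction and -100% = no-enzyme basal signal; the screen sought inhibitors and activators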
#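 Recombinant human enzyme (4 nM); glycogen substrate; 37 C, 40 min, pH 5.0. Readout: coupled glucose oxidase/Amplex Red fluorescence.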
# GAA inh: inhibitors of human lysosomal alpha-glucosidase | purified human GAA, 4-MU-alpha-glucoside fluorescence | actives 0.005% (n = 200,000) | Potency, µM (doses to about 76.9 µM), inactives show at the highest dose activity change, negative = inhibition, hits mostly inhibitors | P10253;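 note: potency is the fitted concentration of half-maximal effect; plate controls were uninhibited enzyme wells for no effect and no-enzyme background for full effect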
#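 Read-out is 4-methylumbelliferone fluorescence (Ex 365/Em 440 nm) after NaOH/glycine stop at pH 10. Enzyme 4 nM, substrate 400 uM, pH 5.0 citrate buffer, 20 min room temperature; AC50 from Hill-equation concentration-response.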
# GAA spleen mod: inhibits or activates alpha-glucosidase in human spleen homogenate | Potency, µM (series often up to 79.9 µM), without a hit: at the highest dose activity change, negative = inhibition, hits mostly inhibitors | human spleen homogenate, 4-MU-alpha-glucoside fluorescence | AID 2112 | P10253 | actives 0.006% (n = 240,000);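 note: potency is the fitted concentration of half-maximal effect; 0% = enzyme with vehicle and -100% = no enzyme basal signal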
#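 Compounds were titrated against alpha-glucosidase in spleen homogenate at pH 5.0, with 1 mM 4-methylumbelliferyl substrate for 40 min at 37 C. Reactions were quenched with pH 10 NaOH/glycine and fluorescence measured.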
# HTT aggregate: inhibitors of mutant huntingtin aggregate formation in PC12 cells. actives 1.1% (n = 220,000). AID 1688. Potency, µM (series often up to 46.1 µM), for inactives: top-dose activity change, negative = inhibition, most hits filed as inhibitors. PC12 HttQ103-GFP aggregates, Acumen cytometry, 40 h; note: potency is the fitted concentration of half-maximal effect; % is set by controls: 0 for no effect and ±100 for the full control effect; nearly all actives have a fitted effect of over 60% in size
#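 Ecdysone-promoter PC12 model expressing HTT exon 1 Q103 fused to GFP, induced by tebufenozide at 100 nM final. Compounds titrated; aggregates sized 1–25 µm scored on a 488 nm laser cytometer.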
# HTT ATP protect: Huntington cell model cytoprotection by ATP luminescence. AID 1471. PC12 HTT-Q103 induced, cytoprotection, ATP luminescence, 40 h. Potency, µM (titrated, usually from 56.4 µM), for inactives: cytoprotection (ATP increase), usual class: activators. actives 0.14% (n = 230,000);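 note: potency is the fitted concentration of half-maximal effect; % of control where 0% means no effect; nearly all actives have a fitted effect of over 45% in size; toxic huntingtin expression switched on by the ecdysone agonist tebufenozide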
#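 PC12 cells stably carrying ecdysone-inducible Htt exon 1 (Q103)–GFP were induced with 100 nM tebufenozide (final) alongside library compounds in a dose series. Cytoprotection was scored as retained ATP by ATPlite luminescence.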
# LMNA splice mod: changes lamin A minigene splicing in HeLa cells | HeLa LMNA splicing GFP/RFP minigene ratio, 48 h | Potency, µM (series often up to 46.1 µM), for the others: top-dose ratio change, negative = inhibition, hits mostly inhibitors | actives 0.01% (n = 200,000) | AID 1487; active = well fitted inhibition curve with a large enough effect in the signal ratio, with a control signal flat, not every such curve was filed as active; inconclusive = small, poorly fitted or top-dose-only effect, or effect the other way, or a change in a side signal; the % refers to the signal ratio; note: potency is the fitted concentration of half-maximal effect; % is set by controls: 0 for no effect and ±100 for the full control effect
#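 S3 HeLa cells stably expressing lamin A-EGFP splicing minigene plus DsRed2, 600 cells/well, 48 h compound exposure at 37C. Laser-scanning cytometry; analysed as GFP (500-530 nm)/RFP (575-640 nm) total intensity ratio; 0.5% DMSO vehicle.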
# CBFb RUNX1 block: inhibitors of human CBF-beta and RUNX1 interaction. Q01196+Q13951. AlphaScreen CBFb-His/RUNX1-biotin binding, biochemical. Potency, µM (top dose mostly 59.8 µM), for inactives: top-dose activity, negative = inhibition, most hits filed as inhibitors. 230,000 tested, under 10 active. AID 1477; note: % of control where 0% means no effect
# Target sequence (Q01196 whole entry, looked up): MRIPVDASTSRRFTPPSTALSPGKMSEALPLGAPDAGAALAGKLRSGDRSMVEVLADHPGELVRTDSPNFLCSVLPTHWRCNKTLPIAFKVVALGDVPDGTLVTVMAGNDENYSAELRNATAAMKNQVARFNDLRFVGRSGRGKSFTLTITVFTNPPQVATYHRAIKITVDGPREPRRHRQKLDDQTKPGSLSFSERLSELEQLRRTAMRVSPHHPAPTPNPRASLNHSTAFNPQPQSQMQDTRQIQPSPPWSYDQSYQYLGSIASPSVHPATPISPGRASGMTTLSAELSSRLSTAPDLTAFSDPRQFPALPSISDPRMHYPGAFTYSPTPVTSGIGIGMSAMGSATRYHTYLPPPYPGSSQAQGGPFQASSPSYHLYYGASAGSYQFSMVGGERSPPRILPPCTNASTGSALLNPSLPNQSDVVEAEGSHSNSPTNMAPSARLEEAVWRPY
# Target sequence (Q13951 whole entry, looked up): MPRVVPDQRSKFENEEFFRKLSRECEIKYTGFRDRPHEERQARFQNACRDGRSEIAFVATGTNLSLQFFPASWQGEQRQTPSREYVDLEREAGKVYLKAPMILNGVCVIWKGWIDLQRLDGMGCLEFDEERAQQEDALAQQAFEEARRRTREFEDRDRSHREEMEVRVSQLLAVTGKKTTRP
#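 Read-out: AlphaScreen. Format: His-CBF-beta with biotinylated RUNX1 (30 nM each) preincubated 20 min, compound 15 min, Ni-chelate plus streptavidin beads 90 min; room temperature throughout.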
# Starred values were filed as active, the others as inactive; ? = inconclusive; nt = no result given; & = joins results of further samples; [ ] = dose if it differs, or a comment. Unless noted, calls come from the whole dose curve; as a rule, active = well fitted curve in the direction sought with a large enough effect; inconclusive = small, poorly fitted or top-dose-only effect, or another doubt; inactive = no such curve, though single readings can be large; an effect the other way counts as inactive or inconclusive.
canonical_smiles	GAA glycogen	GAA inh	GAA spleen mod	HTT aggregate	HTT ATP protect	LMNA splice mod	CBFb RUNX1 block
Cc1c(C#N)c(O)n(CCO)c(=O)c1N=Nc1ccc(S(N)(=O)=O)cc1	-3%	-15%	-7%	6%	-49%[inhibitor]	nt	-10%
CCNc1nc(NCC)nc(N(C)n2cnnc2)n1	5%	3%	-2%	13%	-16%	1%	-1%
O=C(CSCc1ccc(Cl)cc1)Nc1ccc(S(=O)(=O)N2CCCCCC2)cc1	-6%	6%	-4%	5%	6%[10 µM]	?	4%
N[C@H](C(=O)O)[C@@H]1[C@@H](C(=O)O)C1(F)F	nt	nt	5%&15%	nt	?	nt	-7%
CC1(C)Cc2cccc(OCC(=O)OCC(=O)Nc3cccc(S(N)(=O)=O)c3)c2O1	-7%	nt	0%	-9%[9.22 µM]	-11%[10 µM]	nt	2%
CCOC(=O)C1=C(CNCc2ccccc2Cl)NC(=O)NC1c1ccc2c(c1)OCO2 (centres undefined)	-2%	-1%	-8%	0%	-1%	-5%	-4%
COc1ccc(Cl)cc1C(=O)Nc1ccc(CN2CCCCC2)cc1	-19%	5%	-1%	-12%[9.22 µM]	-47%[inhibitor]	?	-1%
CC(C)Oc1cccc(C(=O)Nc2ccc(CN3CCOCC3)cc2)c1	-12%	-8%	-1%	-8%	-3%[10 µM]	?	7%
Cc1onc(-c2ccccc2)c1C(=O)N[C@@H]1C(=O)N2[C@@H]1SC(C)(C)[C@@H]2C(=O)O	-5%	-3%[15.4 µM]	-6%	-5%	nt	-9%	-6%
CCc1cccc(Nc2c([N+](=O)[O-])cc(C(=O)N3CC(=O)Nc4ccccc43)cc2[N+](=O)[O-])c1	6%	-4%	-4%	17%	32%[10 µM]	-5%	8%
CN1/C(=C/C=C(/C#N)C(N)=O)C(C)(C)c2ccccc21	-2%	-9%	-14%	-8%	-60%[inhibitor]	8%	3%
COc1ccccc1NC(=O)c1oc2ccc(C)cc2c1C	-4%	-3%	-6%	-18%	-25%	-1%	24%
NC(=O)[C@@H]1CC2(CC(c3cccc(NC(=O)COc4ccc(Cl)cc4)c3)=NO2)CN1C(=O)COc1ccc(Cl)cc1 (some centres undefined)	-18%	nt	-1%	-15%[9.22 µM]	-24%[10 µM]	nt	-20%
Cc1ccc(-n2nc(-c3ccco3)cc2C(=O)O)cc1	7%	nt	2%	-22%[9.22 µM]	-5%[10 µM]	nt	?
O=C(Nc1ccc2nn(-c3ccccc3)nc2c1)c1ccco1	6%	6%	9%	2%	-9%[10 µM]	-5%	-4%
CCN1C=C(C(=O)OC)C(c2cccc(C)c2)C(C(=O)OC)=C1	2%	?	?	2%	-7%	-7%	18%
O=C(N/C(=C\c1ccc(Br)cc1)C(=O)N1CCCC1)c1ccccc1F	15%	?	0%	0%[9.22 µM]	0%[10 µM]	nt	-2%
Nc1cccc(C(=O)OCC(=O)NC2CCCc3ccccc32)c1 (centres undefined)	-17%	-2%	-2%	-6%	-6%[10 µM]	?	11%
Cc1ccc(C(=O)N/C(=C\c2ccc(-c3ccc(Cl)cc3)o2)C(=O)NCCCN(C)C)cc1	2%	-2%	-2%	?	-4%[10 µM]	?	11%
CSC1=N/C(=C\c2ccccc2Cl)C(=O)N1N(C)C	6%	?	0%	-18%[9.22 µM]	9%[10 µM]	nt	-2%
O=C(N/N=C/C=C/c1ccc2c(c1)OCO2)C(O)c1ccccc1 (centres undefined)	7%	nt	-13%	-14%[9.22 µM]	-22%[10 µM]	nt	-1%
Cc1cc(Br)cnc1NC(=S)Nc1ccc(F)cc1F	-9%	nt	-1%	-4%[9.22 µM]	-11%[10 µM]	nt	-2%
Cc1csc2ncc(C(=O)NCc3ccco3)c(=O)n12	-3%	12%	2%	-5%	-3%[10 µM]	-5%	?
O=C(Cn1nc(-c2cccc([N+](=O)[O-])c2)c2ccccc2c1=O)Nc1cccnc1	-5%	5%	6%	-2%	-28%	4%	-3%
CCOC(=O)c1cc(NC(=O)Nc2cc(C)ccn2)c(C)nc1C	-6%	-4%	-10%	19%	-13%[10 µM]	-12%[46 µM]	4%
CCn1c(CCNC(=O)c2ccc(Cl)cc2Cl)n[nH]c1=S	?	4%	0%	-4%	-22%	8%	2%
Cc1cc(/C=C(\C#N)C(=O)O)c(C)n1CC1CCCO1 (centres undefined)	2%	-8%	-9%	10%	-22%	-9%[46 µM]	1%
Cc1ccc(-c2nc3ncccc3o2)cc1NC(=O)c1cc2ccccc2o1	7%	0%	6%	2%	-7%	-5%	-1%
O=C(/C=C/Nc1ccccc1C(=O)O)c1cccs1	8%	-11%	-12%	6%	-40%[10 µM]	-13%	-5%
O=c1[nH]c(N2CCN(Cc3ccccc3)CC2)nc2c1CCC2	-1%	2%	-4%	-3%[9.22 µM]	14%[10 µM]	15%[46 µM]	5%

# Rewritten as labelled records: entries from further up
molecule: O=C(Cn1nc(-c2cccc([N+](=O)[O-])c2)c2ccccc2c1=O)Nc1cccnc1
  GAA glycogen: -5%; GAA inh: 5%; GAA spleen mod: 6%; HTT aggregate: -2%; HTT ATP protect: -28%; LMNA splice mod: 4%; CBFb RUNX1 block: -3%

molecule: CCOC(=O)c1cc(NC(=O)Nc2cc(C)ccn2)c(C)nc1C
  GAA glycogen: -6%; GAA inh: -4%; GAA spleen mod: -10%; HTT aggregate: 19%; HTT ATP protect: -13%[10 µM]; LMNA splice mod: -12%[46 µM]; CBFb RUNX1 block: 4%

molecule: CCn1c(CCNC(=O)c2ccc(Cl)cc2Cl)n[nH]c1=S
  GAA glycogen: ?; GAA inh: 4%; GAA spleen mod: 0%; HTT aggregate: -4%; HTT ATP protect: -22%; LMNA splice mod: 8%; CBFb RUNX1 block: 2%

molecule: Cc1cc(/C=C(\C#N)C(=O)O)c(C)n1CC1CCCO1 (centres undefined)
  GAA glycogen: 2%; GAA inh: -8%; GAA spleen mod: -9%; HTT aggregate: 10%; HTT ATP protect: -22%; LMNA splice mod: -9%[46 µM]; CBFb RUNX1 block: 1%

# (listing goes on)
canonical_smiles	GAA glycogen	GAA inh	GAA spleen mod	HTT aggregate	HTT ATP protect	LMNA splice mod	CBFb RUNX1 block
COc1ccc(C)cc1NC(=O)C1C2C=CC(C2)C1C(=O)O (centres undefined)	-19%	7%	-11%	15%	-4%[0.074 µM]	9%	-1%
Nc1nc(SCC(=O)N2CCN(S(=O)(=O)c3ccc(Cl)cc3)CC2)n[nH]1	4%	-10%	-7%	11%	2%	-10%[46 µM]	0%
O=C(Nc1nc(-c2ccc(S(=O)(=O)N3CCCCCC3)cc2)cs1)c1ccccc1	-2%	?	-10%	10%[9.22 µM]	6%	?	-1%
CCn1c(SCC(=O)Nc2cc(C)on2)nc2c1c(=O)n(C)c(=O)n2C	7%	-4%	-1%	-14%	-6%[10 µM]	7%	4%
O=C1NCCCCC1NC1CC(=O)N(c2ccccc2)C1=O (centres undefined)	8%	0%	-2%	-18%	3%[10 µM]	2%	6%
CC(C)(C)C(=O)Nc1nc(=S)ss1	-7%	1%	-8%	-2%	8%	-15%	1%
COc1cc(NC(=O)CSc2nnc3n2C(C)(C)Cc2ccccc2-3)cc(OC)c1	12%	-4%	6%	-6%	7%	7%	-3%
Cc1nccc2oc(=O)c(NC(=O)c3ccc(Cl)cc3)cc12	-1%	3%	-2%	-2%	11%[10 µM]	8%[46 µM]	1%
CC(C)NC(=O)CC1OC(=O)c2ccccc21 (centres undefined)	6%	-7%	-5%	-5%	2%	12%	-6%
CC(C)OC(=O)[C@H]1[C@H](c2ccc(Cl)cc2)[C@@](C#N)(C(N)=O)[C@@H]2C=CC(C(N)=O)=CN21	-3%	-11%	7%	-8%	18%[10 µM]	11%	4%
O=C(/C=C/Nc1ccccc1)c1ccc(Oc2ncccn2)cc1	2%	-1%	-9%	21%	-25%	8%	1%
Cc1cc(N)n2nc(-c3ccccc3)cc2n1	-8%	5%	-10%	?	-11%	-19%	-6%
CCOc1ccccc1N1C(=O)c2ccc(C(=O)O)cc2C1=O	0%	2%	-1%	2%	-4%	9%	14%
Cc1cccc(C)c1OCC(O)CNC(C)(C)C (centres undefined)	1%	2%	-3%	3%	11%	0%	2%
CC(=O)c1ccc(N2CCN(C(=O)CCN3C(=S)NC(C)(C)CC3C)CC2)cc1 (centres undefined)	-1%	2%	1%	11%	-30%	?	2%
CCCn1c(=O)c2ccccc2n2c(SCC(=O)c3ccc(F)cc3)nnc12	5%	-14%	?	-2%	9%	9%	6%

# Structural class, those above with an aryl thioether with sulfur outside any ring (four)
canonical_smiles	GAA glycogen	GAA inh	GAA spleen mod	HTT aggregate	HTT ATP protect	LMNA splice mod	CBFb RUNX1 block
Nc1nc(SCC(=O)N2CCN(S(=O)(=O)c3ccc(Cl)cc3)CC2)n[nH]1	4%	-10%	-7%	11%	2%	-10%[46 µM]	0%
CCn1c(SCC(=O)Nc2cc(C)on2)nc2c1c(=O)n(C)c(=O)n2C	7%	-4%	-1%	-14%	-6%[10 µM]	7%	4%
COc1cc(NC(=O)CSc2nnc3n2C(C)(C)Cc2ccccc2-3)cc(OC)c1	12%	-4%	6%	-6%	7%	7%	-3%
CCCn1c(=O)c2ccccc2n2c(SCC(=O)c3ccc(F)cc3)nnc12	5%	-14%	?	-2%	9%	9%	6%

# Source: PubChem BioAssay (National Center for Advancing Translational Sciences (NCATS))
